Vif-A3F inh – Vif-A3F binding inhibition; HeLa A3F-eYFP + Vif (tagged APOBEC3F with the HIV-1 protein that degrades it), YFP fluorescence increase; Potency, µM (series often up to 46.1 µM), inactives show at the top dose activity, negative = active; actives 0.2% (n = 390,000); also: potency is read from the fitted curve at half-maximal effect; % of control where 0% means no effect; nearly all actives have a fitted effect of over 65% in size
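HeLa cells stably expressing A3F-eYFP plus Vif, plated and incubated overnight at 37 deg C, then exposed to compounds overnight at 37 deg C. Blocked degradation read as raised yellow fluorescence (Ex 488/Em 500-530).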
D1 antag – human D1 dopamine receptor antagonism; P21728; actives 3.2% (n = 360,000); HEK293 TREx D1 cells, calcium flux, dopamine EC80; hits give low values; activity change, negative = inhibition, % at 10 µM; in the data active = activity change below about -30%; also: % is scaled to controls: 0 for no effect and ±100 for the full control effect
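Using tetracycline-induced force-coupled D1 Hek293 cells and a calcium dye, signals were followed for 180 s after compound, then for 180 s after EC80 dopamine, to detect inhibitors.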
RXFP1 antag – blocks the human relaxin receptor RXFP1 | Q9HBX9 | HEK293-RXFP1, relaxin-stimulated cAMP HTRF, 30 min; hits give low values | activity change, negative = inhibition, % at 57.5 µM | actives 0.59% (n = 350,000);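 active = activity change of -60% or lower, but not beyond a set lower limit; inconclusive = change between -60% and -40%, or beyond the set limit; inactive = change above -40%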; also: % is scaled to controls: 0 for no effect and ±100 for the full control effect
Target sequence (Q9HBX9 whole entry, looked up): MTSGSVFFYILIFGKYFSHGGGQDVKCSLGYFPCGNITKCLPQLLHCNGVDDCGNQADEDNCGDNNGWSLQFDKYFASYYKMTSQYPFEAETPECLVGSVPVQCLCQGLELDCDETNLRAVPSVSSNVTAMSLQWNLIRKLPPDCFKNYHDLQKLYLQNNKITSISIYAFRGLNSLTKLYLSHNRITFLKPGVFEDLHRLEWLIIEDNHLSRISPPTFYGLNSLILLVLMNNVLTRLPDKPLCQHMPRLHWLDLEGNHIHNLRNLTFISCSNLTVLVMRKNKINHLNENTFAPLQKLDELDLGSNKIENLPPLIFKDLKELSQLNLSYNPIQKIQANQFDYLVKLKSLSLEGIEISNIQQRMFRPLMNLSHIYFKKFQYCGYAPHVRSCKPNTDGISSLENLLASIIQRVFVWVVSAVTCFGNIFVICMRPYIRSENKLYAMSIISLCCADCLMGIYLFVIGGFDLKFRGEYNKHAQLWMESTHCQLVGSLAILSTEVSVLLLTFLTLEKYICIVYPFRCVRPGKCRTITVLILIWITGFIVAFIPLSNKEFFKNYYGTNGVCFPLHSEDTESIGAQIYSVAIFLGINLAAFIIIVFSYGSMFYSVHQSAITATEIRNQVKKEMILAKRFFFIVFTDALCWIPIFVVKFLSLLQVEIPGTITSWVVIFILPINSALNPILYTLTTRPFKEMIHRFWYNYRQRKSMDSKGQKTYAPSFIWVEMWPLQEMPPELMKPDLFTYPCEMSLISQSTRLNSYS
D1 potentiator – human D1 dopamine receptor positive modulation; potentiation, % at 10 µM; P21728; actives 0.036% (n = 360,000); HEK293 TREx D1 cells, calcium flux, dopamine EC20 potentiation; in the data active = potentiation above about 30%; also: 0% is about no effect
GRP78 ERSR act – induces the endoplasmic reticulum stress response in human glioma cells; U87-MG GRP78 promoter luciferase reporter, 16 h; Potency, µM, inactives show at the highest dose activation, most hits filed as activators; AID 602332; actives 0.02% (n = 420,000); also: potency is read from the fitted curve at half-maximal effect; series mostly up to about 76 µM; % of control where 0% means no effect; nearly all actives have a fitted effect of over 35% in size
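ERSR induction read as luciferase luminescence (Bright-Glo, 10 min at room temperature) in stably transfected human U87-MG glioma cells exposed to compounds for 16 h, using GRP78 as sensor.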
D1 ag – activates the human D1 dopamine receptor; P21728; HEK293 T-REx D1 cells, calcium flux, agonist mode; activation, % at 2 µM; actives 1% (n = 360,000); AID 504660; in the data active = activation above about 30%; also: 0% is about no effect
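Tetracycline-induced HEK293 TREx D1 cells, force-coupled to calcium signalling, were dye-loaded with a no-wash calcium kit. Compound was pin-added after a 10 s baseline. Fluorescence was read kinetically at 1 cycle/s for 180 s, with calcium rises flagged as agonism.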
D2 potentiator – D2 dopamine receptor (human) potentiation; P14416; HEK293 T-REx D2, calcium flux, EC20 dopamine potentiation; potentiation, % at 10 µM; actives 0.34% (n = 340,000); AID 485347;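 active = potentiation over 3 SD above the plate norm, cut at about 30% in these data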; also: 0% is about no effect
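Primary screen. Calcium kinetics in induced HEK293 T-REx D2 cells: compound pre-addition 180 s, EC20 dopamine, 180 s more.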
RXFP1 agonist – agonists of human relaxin receptor RXFP1; Q9HBX9; HEK293T-RXFP1 cAMP TR-FRET, 30 min; response scale: percent of porcine relaxin response, buffer zero; Potency, µM (series often up to 57.5 µM), for inactives: top-dose activation, most hits filed as activators; actives 0.3% (n = 370,000); AID 2676; also: potency is read from the fitted curve at half-maximal effect; % is scaled to controls: 0 for no effect and ±100 for the full control effect; nearly all actives have a fitted effect of over 60% in size; many of its hits are not listed in these tables
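cAMP rise read by TR-FRET after 30 min, 37C compound exposure (up to 58 uM) in RXFP1-transfected HEK293 cells with Ro 20174 present. EC50 from Hill-equation fits, with 29 nM porcine relaxin as 100% and buffer as basal.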
Vif-A3G inh – Vif-A3G binding inhibition; HeLa A3G-eYFP + Vif (tagged APOBEC3G with the HIV-1 protein that degrades it), YFP fluorescence, overnight; Potency, µM (top dose mostly 46.1 µM), inactives show at the top dose activity, negative = active, hits mostly inhibitors; Q9HC16; actives 0.076% (n = 410,000);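 also: potency is read from the fitted curve at half-maximal effect; % is scaled to controls: 0 for no effect and ±100 for the full control effect; nearly all actives have a fitted effect of over 60% in size; hits raise eYFP signal because A3G escapes Vif-driven loss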
Target sequence (Q9HC16 whole entry, looked up): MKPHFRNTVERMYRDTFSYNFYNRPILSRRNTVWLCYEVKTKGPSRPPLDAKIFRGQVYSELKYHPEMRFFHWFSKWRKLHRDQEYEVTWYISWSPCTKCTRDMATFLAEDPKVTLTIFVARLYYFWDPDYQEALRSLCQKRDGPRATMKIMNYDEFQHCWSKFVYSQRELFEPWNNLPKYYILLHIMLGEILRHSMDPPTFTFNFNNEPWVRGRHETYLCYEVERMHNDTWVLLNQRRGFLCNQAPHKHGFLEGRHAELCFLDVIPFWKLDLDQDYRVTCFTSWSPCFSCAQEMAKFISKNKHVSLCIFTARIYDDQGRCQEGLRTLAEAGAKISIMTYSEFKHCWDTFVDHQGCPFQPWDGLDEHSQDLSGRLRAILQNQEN
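Read-out is eYFP fluorescence (Ex 488/Em 500-530) from Vif-expressing HeLa A3G-eYFP cells; more signal means A3G escaped Vif-mediated degradation. Cells plated overnight, compound pinned in, incubated overnight at 37 deg C.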
Numbers without * were called inactive; & = joins results of further samples. Unless noted, calls follow the shape of the dose curve; as a rule, active = well fitted curve in the direction sought with a large enough effect; inconclusive = small, poorly fitted or top-dose-only effect, or another doubt; inactive = no such curve, though single readings can be large; an effect the other way counts as inactive or inconclusive.

Screening O=C(CSc1nc2ccccc2c(=O)n1-c1ccccc1Cl)Nc1cccc(S(=O)(=O)N2CCOCC2)c1 returned Vif-A3F inh -6%, D1 antag -11, D1 potentiator -2, GRP78 ERSR act -3%, D1 ag 11, D2 potentiator 2, RXFP1 agonist 0.9% and Vif-A3G inh -1%.
`COC(=O)C1=C(C)NC(=O)NC1c1cccc(OC)c1OCc1ccccc1` (stereo not given) gave Vif-A3F inh -7%, D1 antag 5, RXFP1 antag -10, D1 potentiator -2, GRP78 ERSR act -4%, D1 ag 0, D2 potentiator -3, RXFP1 agonist 0.1% and Vif-A3G inh -4%.
O=C(CN(C(=O)c1csnn1)c1cccc(Cl)c1)NC1CCCC1 was read as Vif-A3F inh 2%, D1 antag 3, RXFP1 antag -13, D1 potentiator -4, GRP78 ERSR act -2%, D1 ag 3, D2 potentiator 10, RXFP1 agonist 0.5% and Vif-A3G inh -5%.
Screening CC(C)c1ccc(/C=N/NC(=O)c2cc(-c3cccc([N+](=O)[O-])c3)n[nH]2)cc1 returned Vif-A3F inh inconclusive, D1 antag 2, RXFP1 antag -7, D1 potentiator 0, GRP78 ERSR act -4%, D1 ag 3, RXFP1 agonist 3.5% and Vif-A3G inh -11%.
For CCc1nn(CC(=O)NCCCOC)c(=O)c2cc3ccccc3n12 the results were Vif-A3F inh -3%, D1 antag 9, RXFP1 antag -11, D1 potentiator -2, GRP78 ERSR act 3%, D1 ag 1, D2 potentiator 2, RXFP1 agonist 15% and Vif-A3G inh 1%.
`Cc1ccc(C)c(N2CCN(C(=O)CCS(=O)(=O)c3ccc4c(c3)CCN4C(=O)C3CC3)CC2)c1` gave Vif-A3F inh -4%, D1 antag -13, RXFP1 antag -16, D1 potentiator -1, GRP78 ERSR act -3%, D1 ag 0, D2 potentiator 4, RXFP1 agonist 2.4% and Vif-A3G inh 1%.
`Nc1ccccc1C#Cc1ccc([N+](=O)[O-])cc1` gave Vif-A3F inh -1%, RXFP1 antag 2, GRP78 ERSR act 9% and Vif-A3G inh -8%.
`CN(C)c1nc(SCc2ccc(Cl)cc2)nc2c1CCCC2` gave Vif-A3F inh -15%, D1 antag 17, RXFP1 antag -4, D1 potentiator 1, GRP78 ERSR act -9%, D1 ag 6, D2 potentiator 9, RXFP1 agonist 2.6% and Vif-A3G inh -5%.
O=C(Nc1ccc2nc(SCC(=O)N3CCc4ccccc43)sc2c1)c1ccc(F)cc1 was read as Vif-A3F inh -13%, D1 antag 0, RXFP1 antag -4, D1 potentiator -1, GRP78 ERSR act -1%, D1 ag 5, D2 potentiator -11, RXFP1 agonist 29% and Vif-A3G inh -7%.
Screening O=C(Cn1c(O)c(N=NC(=O)c2ccncc2)c2ccccc21)Nc1ccccc1 returned Vif-A3F inh -9%, D1 antag -18, RXFP1 antag -22, D1 potentiator -2, GRP78 ERSR act -7%, D1 ag 1, D2 potentiator 8, RXFP1 agonist -1.2% and Vif-A3G inh -3%.
COc1cccc(N2C(N)=NC(N)=NC2(C)C)c1 was read as Vif-A3F inh -6%, D1 antag -54*, RXFP1 antag -3, D1 potentiator 0, GRP78 ERSR act -6%, D1 ag 0, D2 potentiator -7, RXFP1 agonist 0.1% and Vif-A3G inh -1%.
Screening Clc1ccc2scc(CN3CCCCC3)c2c1 returned Vif-A3F inh -7%, D1 antag -1, D1 potentiator -8, GRP78 ERSR act -4%, D1 ag 3, D2 potentiator -27, RXFP1 agonist 0.0% and Vif-A3G inh 0%.
COc1ccc(C(=O)Nc2ccc3c(c2)OCCO3)c(OC)c1 was read as Vif-A3F inh -15%, RXFP1 antag -3, GRP78 ERSR act -4% and Vif-A3G inh 0%.
For O=C(NC1CCCCCC1)C1CCN(C(=O)c2ccc(Cl)cc2)CC1 the results were Vif-A3F inh -4%, D1 antag 2, RXFP1 antag -13, D1 potentiator -7, GRP78 ERSR act -2%, D1 ag 1, D2 potentiator -10, RXFP1 agonist -1.4% and Vif-A3G inh -1%.
Screening CC(=O)N1CCN(CC(=O)Nc2cc([N+](=O)[O-])ccc2Cl)CC1 returned Vif-A3F inh -15%, D1 antag -8, RXFP1 antag -5, D1 potentiator -3, GRP78 ERSR act -7%, D1 ag 6, D2 potentiator -5, RXFP1 agonist 21% and Vif-A3G inh 0%.
For C=CCn1ccc(=NC=C(C#N)C#N)c2ccccc21 the results were Vif-A3F inh 1%, D1 antag -6, RXFP1 antag -8, D1 potentiator -12, GRP78 ERSR act -7%, D1 ag 31*, D2 potentiator -3, RXFP1 agonist 2.7% and Vif-A3G inh -3%.
Screening COc1ccc(NC(C#N)c2ccccc2OCc2ccccc2)cc1 (stereo not given) returned Vif-A3F inh 1%, D1 antag -4, RXFP1 antag 8, D1 potentiator 5, GRP78 ERSR act 3%, D1 ag 0, D2 potentiator 10, RXFP1 agonist -2.6% and Vif-A3G inh -22%.
For CC(C)CNS(=O)(=O)c1ccc(CCC(=O)NCc2cccnc2)cc1 the results were Vif-A3F inh 1%, D1 antag 0, RXFP1 antag -3, D1 potentiator -3, GRP78 ERSR act -4%, D1 ag 0, D2 potentiator 10, RXFP1 agonist -1.7% and Vif-A3G inh 0%.
`COc1ncnc(NS(=O)(=O)c2ccc(N)cc2)c1OC` gave Vif-A3F inh 3%, D1 antag -1, RXFP1 antag 17, D1 potentiator -3, GRP78 ERSR act -1%&-3%, D1 ag -2, D2 potentiator 16, RXFP1 agonist 0.0% and Vif-A3G inh 1%.
Screening Cc1cccc(-n2c(=O)c3c(c4cc(C)ccc4n3C)n(CC(=O)NCCC3=CCCCC3)c2=O)c1 returned Vif-A3F inh 1%, D1 antag 2, D1 potentiator -2, GRP78 ERSR act -2%, D1 ag 1, D2 potentiator 7, RXFP1 agonist 0.4% and Vif-A3G inh -5%.
Screening Cc1oc(-c2ccccc2)nc1C(=O)N1CCN(c2ccc(F)cc2)CC1 returned Vif-A3F inh -20%, D1 antag -5, RXFP1 antag -26, D1 potentiator -3, GRP78 ERSR act -1%, D1 ag 0, D2 potentiator -16, RXFP1 agonist -0.5% and Vif-A3G inh -3%.
COc1ccc(-c2nc(CN3CCC(C(=O)NCCCOC(C)C)CC3)c(C)o2)cc1OC was read as Vif-A3F inh 1%, D1 antag 3, D1 potentiator -3, GRP78 ERSR act -2%, D1 ag 0, D2 potentiator 2, RXFP1 agonist -1.9% and Vif-A3G inh -2%.
`Cc1nnnn1/C(=C\c1ccccc1)C(=O)OCC(=O)N1CC2(C)CC1CC(C)(C)C2` (stereo not given) gave Vif-A3F inh 5%, D1 antag -3, RXFP1 antag -62*, D1 potentiator -1, GRP78 ERSR act inconclusive, D1 ag 2, D2 potentiator -15, RXFP1 agonist -0.9% and Vif-A3G inh -20%.
`CCOC(=O)c1cc(C(C)(C)C)nc(SC)c1C#N` gave Vif-A3F inh 8%, D1 antag 25, RXFP1 antag -14, D1 potentiator 3, GRP78 ERSR act -1%, D1 ag 3, D2 potentiator 7, RXFP1 agonist 2.3% and Vif-A3G inh 0%.
Screening Cc1cc(C)cc(NC(=O)CCn2c(=O)c3cccn3c3ccccc32)c1 returned Vif-A3F inh -2%, D1 antag 3, RXFP1 antag 5, D1 potentiator 4, GRP78 ERSR act -6%, D1 ag 2, D2 potentiator 8, RXFP1 agonist -0.5% and Vif-A3G inh inconclusive.
Screening Nc1nc(Cl)cc(Oc2ccc(Cl)cc2)n1 returned Vif-A3F inh 2%, D1 antag -15, RXFP1 antag 3, D1 potentiator 2, GRP78 ERSR act 1%, D1 ag 12, D2 potentiator 16, RXFP1 agonist -1.7% and Vif-A3G inh -1%.
`COCCn1c(SCC(=O)N(C)C2CCS(=O)(=O)C2)nc2ccccc2c1=O` (stereo not given) gave Vif-A3F inh -9%, D1 antag 7, RXFP1 antag 3, D1 potentiator -2, GRP78 ERSR act inconclusive, D1 ag 2, RXFP1 agonist 11% and Vif-A3G inh 0%.
For O=C(NNC(=S)NCc1ccccc1)c1ccc(Br)cc1 the results were Vif-A3F inh 1%, D1 antag -12, RXFP1 antag -6, D1 potentiator 1, GRP78 ERSR act -3%, D1 ag 3, RXFP1 agonist 1.7% and Vif-A3G inh -7%.
`C=CCn1c(SCC(=O)Nc2ccc(S(N)(=O)=O)cc2)nnc1-c1cnccn1` gave Vif-A3F inh -9%, D1 antag -10, RXFP1 antag -3, D1 potentiator -4, GRP78 ERSR act -7%, D1 ag 3, D2 potentiator 8, RXFP1 agonist 1.1% and Vif-A3G inh -8%.
`CN(Cc1ccccc1)S(=O)(=O)c1ccc(NC(=S)NC(=O)C(C)(C)C)cc1` gave Vif-A3F inh 0%, D1 antag -12, RXFP1 antag 1, D1 potentiator -12, GRP78 ERSR act -2%, D1 ag 6, D2 potentiator -3, RXFP1 agonist 1.8% and Vif-A3G inh -1%.

Ordered by SMILES length (rising): part of the list above.
`CCOC(=O)c1cc(C(C)(C)C)nc(SC)c1C#N` gave Vif-A3F inh 8%, D1 antag 25, RXFP1 antag -14, D1 potentiator 3, GRP78 ERSR act -1%, D1 ag 3, D2 potentiator 7, RXFP1 agonist 2.3% and Vif-A3G inh 0%.
Screening Cc1oc(-c2ccccc2)nc1C(=O)N1CCN(c2ccc(F)cc2)CC1 returned Vif-A3F inh -20%, D1 antag -5, RXFP1 antag -26, D1 potentiator -3, GRP78 ERSR act -1%, D1 ag 0, D2 potentiator -16, RXFP1 agonist -0.5% and Vif-A3G inh -3%.
`Cc1nnnn1/C(=C\c1ccccc1)C(=O)OCC(=O)N1CC2(C)CC1CC(C)(C)C2` (stereo not given) gave Vif-A3F inh 5%, D1 antag -3, RXFP1 antag -62*, D1 potentiator -1, GRP78 ERSR act inconclusive, D1 ag 2, D2 potentiator -15, RXFP1 agonist -0.9% and Vif-A3G inh -20%.

Compounds listed so far containing a nitro group on carbon (3):
Screening CC(C)c1ccc(/C=N/NC(=O)c2cc(-c3cccc([N+](=O)[O-])c3)n[nH]2)cc1 returned Vif-A3F inh inconclusive, D1 antag 2, RXFP1 antag -7, D1 potentiator 0, GRP78 ERSR act -4%, D1 ag 3, RXFP1 agonist 3.5% and Vif-A3G inh -11%.
`Nc1ccccc1C#Cc1ccc([N+](=O)[O-])cc1` gave Vif-A3F inh -1%, RXFP1 antag 2, GRP78 ERSR act 9% and Vif-A3G inh -8%.
Screening CC(=O)N1CCN(CC(=O)Nc2cc([N+](=O)[O-])ccc2Cl)CC1 returned Vif-A3F inh -15%, D1 antag -8, RXFP1 antag -5, D1 potentiator -3, GRP78 ERSR act -7%, D1 ag 6, D2 potentiator -5, RXFP1 agonist 21% and Vif-A3G inh 0%.

Screening data (PubChem)

Some of the compounds tested; count on the stated rates, not on these rows.
